mHTT-CaM PPI inh = mHTT-calmodulin interaction abrogation; inhibition, % at 15 µM; AlphaScreen His-mHTT/GST-CaM binding, luminescence; 190,000 tested, 3.6% active; P42858;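 note: 0% = both proteins with DMSO and 100% = one protein alone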
Target sequence (P42858 whole entry, looked up, stated change not applied): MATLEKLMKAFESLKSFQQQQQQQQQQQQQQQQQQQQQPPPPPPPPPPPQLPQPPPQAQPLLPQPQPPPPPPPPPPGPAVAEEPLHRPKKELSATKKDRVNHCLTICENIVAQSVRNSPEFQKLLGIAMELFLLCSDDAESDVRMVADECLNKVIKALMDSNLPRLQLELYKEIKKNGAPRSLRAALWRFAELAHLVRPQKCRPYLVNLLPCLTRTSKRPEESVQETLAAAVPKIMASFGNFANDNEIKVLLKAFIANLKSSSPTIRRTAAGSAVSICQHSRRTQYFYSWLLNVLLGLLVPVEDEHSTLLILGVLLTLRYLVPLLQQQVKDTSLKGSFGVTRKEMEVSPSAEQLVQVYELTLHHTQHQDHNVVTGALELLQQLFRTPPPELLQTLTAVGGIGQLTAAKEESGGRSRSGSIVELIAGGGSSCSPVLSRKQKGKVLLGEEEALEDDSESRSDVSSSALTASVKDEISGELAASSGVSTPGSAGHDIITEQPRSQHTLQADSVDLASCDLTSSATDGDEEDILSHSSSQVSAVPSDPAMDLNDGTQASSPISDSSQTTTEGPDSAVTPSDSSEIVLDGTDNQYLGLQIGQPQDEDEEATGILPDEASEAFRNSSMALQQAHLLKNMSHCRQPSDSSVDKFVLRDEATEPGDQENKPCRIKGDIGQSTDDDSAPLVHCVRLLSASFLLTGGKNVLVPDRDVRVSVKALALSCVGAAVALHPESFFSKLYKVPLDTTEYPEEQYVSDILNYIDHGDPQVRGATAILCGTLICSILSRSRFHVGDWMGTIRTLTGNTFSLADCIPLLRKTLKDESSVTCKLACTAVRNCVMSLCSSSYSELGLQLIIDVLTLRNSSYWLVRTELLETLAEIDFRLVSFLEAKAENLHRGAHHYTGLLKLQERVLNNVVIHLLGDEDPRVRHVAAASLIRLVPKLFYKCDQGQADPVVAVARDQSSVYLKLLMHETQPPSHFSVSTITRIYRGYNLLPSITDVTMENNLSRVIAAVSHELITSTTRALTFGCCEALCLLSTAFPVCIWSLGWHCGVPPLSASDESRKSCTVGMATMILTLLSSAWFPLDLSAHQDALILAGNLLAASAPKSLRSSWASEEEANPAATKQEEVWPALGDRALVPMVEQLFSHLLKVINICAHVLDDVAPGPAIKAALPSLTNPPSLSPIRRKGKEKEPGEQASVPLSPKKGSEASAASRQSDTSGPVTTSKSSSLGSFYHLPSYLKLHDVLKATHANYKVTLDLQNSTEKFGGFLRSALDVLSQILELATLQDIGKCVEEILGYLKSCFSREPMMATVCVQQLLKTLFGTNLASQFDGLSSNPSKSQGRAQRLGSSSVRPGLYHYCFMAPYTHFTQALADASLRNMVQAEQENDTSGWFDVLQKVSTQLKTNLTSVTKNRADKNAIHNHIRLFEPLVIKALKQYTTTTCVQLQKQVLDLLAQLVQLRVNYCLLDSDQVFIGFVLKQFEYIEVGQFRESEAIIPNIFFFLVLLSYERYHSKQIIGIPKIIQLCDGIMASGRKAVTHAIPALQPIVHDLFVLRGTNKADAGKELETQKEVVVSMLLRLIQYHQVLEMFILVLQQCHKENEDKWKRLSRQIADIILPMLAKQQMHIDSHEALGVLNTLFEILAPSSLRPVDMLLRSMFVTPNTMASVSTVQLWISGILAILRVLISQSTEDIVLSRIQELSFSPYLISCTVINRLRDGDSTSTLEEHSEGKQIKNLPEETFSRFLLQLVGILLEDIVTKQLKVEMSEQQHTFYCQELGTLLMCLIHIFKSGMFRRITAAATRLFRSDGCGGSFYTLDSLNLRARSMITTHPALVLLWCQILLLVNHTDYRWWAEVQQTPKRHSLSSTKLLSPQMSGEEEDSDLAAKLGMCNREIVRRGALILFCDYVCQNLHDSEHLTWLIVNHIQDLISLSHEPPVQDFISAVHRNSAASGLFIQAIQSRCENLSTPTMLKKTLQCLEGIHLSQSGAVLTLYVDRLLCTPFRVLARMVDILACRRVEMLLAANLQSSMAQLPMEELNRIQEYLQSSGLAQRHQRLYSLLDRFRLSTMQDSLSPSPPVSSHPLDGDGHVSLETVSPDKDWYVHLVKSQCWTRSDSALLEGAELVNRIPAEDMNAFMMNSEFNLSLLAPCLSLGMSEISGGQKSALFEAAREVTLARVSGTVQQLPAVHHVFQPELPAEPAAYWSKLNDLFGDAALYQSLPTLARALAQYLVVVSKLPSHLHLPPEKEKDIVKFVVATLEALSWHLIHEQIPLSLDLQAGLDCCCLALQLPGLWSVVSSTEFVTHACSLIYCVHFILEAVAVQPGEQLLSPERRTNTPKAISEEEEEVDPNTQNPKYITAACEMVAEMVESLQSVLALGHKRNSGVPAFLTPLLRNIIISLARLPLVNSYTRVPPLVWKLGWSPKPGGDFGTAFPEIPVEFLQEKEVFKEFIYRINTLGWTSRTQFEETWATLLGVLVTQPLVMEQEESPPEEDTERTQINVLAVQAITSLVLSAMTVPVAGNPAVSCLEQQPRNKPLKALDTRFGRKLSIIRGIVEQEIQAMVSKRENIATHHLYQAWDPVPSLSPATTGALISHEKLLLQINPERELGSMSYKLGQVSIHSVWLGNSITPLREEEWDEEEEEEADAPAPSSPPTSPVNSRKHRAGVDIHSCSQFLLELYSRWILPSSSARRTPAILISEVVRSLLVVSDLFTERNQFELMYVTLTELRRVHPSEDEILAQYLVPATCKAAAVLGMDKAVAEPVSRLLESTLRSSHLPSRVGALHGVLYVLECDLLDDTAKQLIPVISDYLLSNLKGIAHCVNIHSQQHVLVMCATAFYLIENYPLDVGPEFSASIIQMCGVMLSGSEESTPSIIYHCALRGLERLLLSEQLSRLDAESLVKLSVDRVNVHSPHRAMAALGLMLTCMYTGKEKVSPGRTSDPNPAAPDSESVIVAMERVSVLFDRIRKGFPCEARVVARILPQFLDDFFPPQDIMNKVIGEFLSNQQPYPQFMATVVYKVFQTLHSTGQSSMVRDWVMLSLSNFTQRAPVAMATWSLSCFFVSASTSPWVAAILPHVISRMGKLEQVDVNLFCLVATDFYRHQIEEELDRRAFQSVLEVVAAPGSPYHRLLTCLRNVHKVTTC
Pf apPOL block = Pf-apPOL DNA polymerase inhibition | Recombinant Pf-apPOL, molecular beacon fluorescence, 1.5 h | inhibition, % at 10 µM | 210,000 tested, 0.25% active | AID 1794808
* hit, by the source's call; nt = not tested or not shown; & = joins results of further samples. Cut-off read from the data, not from the text of the source: active = inhibition above about 50%; inactive = the rest. No enrichment for hits; overall some 3.7% were active at least once.

SMILES	mHTT-CaM PPI inh	Pf apPOL block
CC(=O)Nc1ccc(S(=O)(=O)NCCc2ccccc2)cc1	-4	1
O=C(CNc1ccccc1-c1nc2ccccc2[nH]c1=O)NCc1ccccc1Cl	-7	-14
Cc1ccccc1NS(=O)(=O)c1cccc2cccnc12	-2	-8
O=C(O)c1ccc(NC(=O)c2ccc(F)c(S(=O)(=O)N3CCOCC3)c2)cc1	-1	-10
CC1CCN(c2ncc3c(n2)CCC(C(=O)NC(C)c2ccccn2)C3)CC1 (configuration not stated)	22	-4
O=C(Nc1ccc2c(c1)OCO2)C1CCc2sc(C(=O)N3CCOCC3)cc2C1 (configuration not stated)	24	-4
CCC1Oc2ccc(C)cc2N(CC(=O)NCc2cc(Br)ccc2OC)C1=O (configuration not stated)	4	-10
O=C(CSc1nnnn1-c1ccccc1)c1ccc(Br)cc1	-11	-2
CCN(CC)C1=Nc2ccccc2Oc2ccc(NC(=O)C(C)C)cc21	6	-3
COc1ccc2c(=O)c(Oc3ccccc3F)coc2c1	-2	5
C#CCn1c(=NC(=O)CSC(C)=O)sc2cc(OC)ccc21	-1	3
C#CCN1C(=O)C2(C(C#N)=C(N)OC3=C2C(=O)CCC3)c2ccccc21 (configuration not stated)	4	9
COc1cc(Cl)c(S(=O)(=O)N2CCCCC2)cc1Cl	-2	-2
CC(C)(C)NC(=O)C1=CCN(C(=O)NC(C)(C)C)CC1	11	-1
CCC(C)c1ccccc1OCC(O)CNC(C)C (configuration not stated)	-9	-4
COC(=O)[C@H](CC(C)C)N(Cc1cn(CC2CCCCC2)nn1)S(=O)(=O)c1ccc(F)cc1Br	20	-7
Cc1c(C(=O)Nc2ccccc2C(F)(F)F)nnn1-c1ccc(C(C)C)cc1	-12	2
Cc1cc(=O)n(CC(=O)Nc2ccc(F)cc2Cl)c(N2CCCCC2)n1	-8	-2
Cc1cccc(NC(=O)c2ccc([N+](=O)[O-])cc2)c1C	3	-1
Cc1ccccc1C(=O)N1CCCC(c2nnc(-c3ccccc3)o2)C1 (configuration not stated)	-7	-4
COc1ccc(OC)c(-c2c(C#N)c(N)nc(OC)c2C#N)c1	7	-4
COc1ccc(C2CCN(C(=O)CC3CCCC3)C2)cc1 (configuration not stated)	-14	-33
O=S(=O)(Nc1ccc(S(=O)(=O)N2CCCC2)cc1)c1ccc(F)cc1	0	-3
CCOC(=O)N1CCN(C2CC(=O)N(c3ccccc3OC(F)F)C2=O)CC1 (configuration not stated)	-8	-7
CCOc1ccc(-n2c(SCC(=O)Nc3cccc(Cl)c3)nc3c(c2=O)SCC3)cc1	2	2
COc1ccc(NS(=O)(=O)c2cc(Cl)ccc2Cl)cc1Cl	-12	-4
CCc1ccccc1NC(=O)c1cc2n(n1)CCCN(Cc1ccc(F)cc1)C2=O	-3	0
CN1C(=O)C(CC(=O)NCc2cccs2)Sc2ncccc21 (configuration not stated)	-5	-2
CC(C)c1noc(-c2cccnc2N2CCCN(Cc3ccccc3Cl)CC2)n1	61*	2
COc1ccc(C(=O)Nc2nnc(Cc3ccc(Cl)cc3)s2)cc1[N+](=O)[O-]	2	3
C=CCSc1nc(C2CC2)cc(-c2ccccc2)c1C#N	-210&-47	-6&2
Cc1ccnc(N2CCCC(C(=O)NCCC3=CCCCC3)C2)n1 (configuration not stated)	-15	3
Oc1ccc(-c2csc(Nc3ccccn3)n2)c(O)c1	96*	2
O=C(COc1ccc([N+](=O)[O-])cc1)Nc1ccccc1I	-3	2
COc1cccc(C(=O)N2CCC(C(=O)NCCc3csc(-c4ccccc4)n3)CC2)c1	6	2
COc1ccc(Cl)cc1C(=O)N1CCC(c2nc(C(=O)N(C)C)c(C)o2)CC1	14	-6
COc1ccc(NC(=O)C(c2ccc(C)cc2)N(C)C(=O)c2ccc(=O)[nH]c2)cc1 (configuration not stated)	6	-4
CCCNC(=O)C1=Cc2cc(OC)ccc2OC=C1	-10	-22
CCN(CC)C(=O)CC[C@@H]1CC[C@]2(CCCN(Cc3ccc(Br)cc3)C2)O1	8	-8
CC(C)(C)c1ccc(C2=N/C(=C\c3ccc([N+](=O)[O-])cc3)C(=O)O2)cc1	4	-1
CCOC(=O)C(C)Oc1ccc2c(=O)c(-c3ccc(OC(C)C)cc3)coc2c1 (configuration not stated)	-6	2
CC(Sc1ncccc1[N+](=O)[O-])C(=O)O (configuration not stated)	nt	2&-6
COc1ccc(-c2nnc(SCc3c(Cl)cccc3Cl)o2)cc1	-18	-4
COc1ccc(S(=O)(=O)NCCSCc2ccc(C)cc2)cc1	-9	-10
CCNC(=O)N1CCCC(c2cccc(C(=O)NCCCOC)c2)C1 (configuration not stated)	-9	-6
Ic1cccc2cccc(I)c12	nt	0
CC(=O)Nc1ccc(-c2cn(CC(=O)NN)cn2)cc1	24	-2
COc1ccc(/C=C2\N=C(c3cc(F)c(F)cc3Cl)OC2=O)c(OC)c1	2	-1
O=C(C1CC1)N1CCN(c2cc(Oc3ccccc3Cl)ncn2)CC1	0	-6
Cc1cccc(N2CCN(C(=O)C3CCN(c4ccncc4)CC3)CC2C)c1 (configuration not stated)	4	1
COCc1[nH]nc2c1C(c1c(F)cccc1Cl)C(C#N)=C(N)O2 (configuration not stated)	-2	-12
Cc1cc(Br)ccc1OCC(=O)Nc1ccccc1Cl	-12	-8
Fc1cccc(CN2CCCCCC2)c1	2	-1
O=C(NCc1ccccc1)C1CCN(c2cncnc2N2CCCCC2)CC1	22	-2
COc1ccc(OC)c(C2CC(=O)C(C(C)C)C(c3cc(OC)ccc3OC)N2)c1 (configuration not stated)	9	-16
CN(CC(=O)NCc1ccc(F)cc1)S(=O)(=O)c1ccc(Br)s1	-4	4
COc1ccc2c(=O)c(Oc3ccc(C(=O)NCC(C)C)cc3)c(C)oc2c1	0	-6
COc1ccc(S(=O)(=O)N(CC(=O)N2CCC(C(N)=O)CC2)c2ccccc2)cc1	0	-7
CC(O)CSc1nc2c(c(=O)n(C)c(=O)n2C)n1Cc1ccc(Cl)cc1 (configuration not stated)	-5	-8
O=C(c1cccc(Br)c1)N1N=C2CCCCC2C1(O)C(F)(F)F (configuration not stated)	-23	-6

20 entries out of the list, sorted by formula weight, largest number first:
SMILES	mHTT-CaM PPI inh	Pf apPOL block
CCN(CC)C(=O)CC[C@@H]1CC[C@]2(CCCN(Cc3ccc(Br)cc3)C2)O1	8	-8
COc1ccc(S(=O)(=O)N(CC(=O)N2CCC(C(N)=O)CC2)c2ccccc2)cc1	0	-7
CN(CC(=O)NCc1ccc(F)cc1)S(=O)(=O)c1ccc(Br)s1	-4	4
COc1ccc(OC)c(C2CC(=O)C(C(C)C)C(c3cc(OC)ccc3OC)N2)c1 (configuration not stated)	9	-16
CCOC(=O)C(C)Oc1ccc2c(=O)c(-c3ccc(OC(C)C)cc3)coc2c1 (configuration not stated)	-6	2
CC(O)CSc1nc2c(c(=O)n(C)c(=O)n2C)n1Cc1ccc(Cl)cc1 (configuration not stated)	-5	-8
O=C(c1cccc(Br)c1)N1N=C2CCCCC2C1(O)C(F)(F)F (configuration not stated)	-23	-6
COc1ccc2c(=O)c(Oc3ccc(C(=O)NCC(C)C)cc3)c(C)oc2c1	0	-6
O=C(NCc1ccccc1)C1CCN(c2cncnc2N2CCCCC2)CC1	22	-2
Cc1cccc(N2CCN(C(=O)C3CCN(c4ccncc4)CC3)CC2C)c1 (configuration not stated)	4	1
COc1ccc(-c2nnc(SCc3c(Cl)cccc3Cl)o2)cc1	-18	-4
O=C(C1CC1)N1CCN(c2cc(Oc3ccccc3Cl)ncn2)CC1	0	-6
Cc1cc(Br)ccc1OCC(=O)Nc1ccccc1Cl	-12	-8
COc1ccc(S(=O)(=O)NCCSCc2ccc(C)cc2)cc1	-9	-10
CC(C)(C)c1ccc(C2=N/C(=C\c3ccc([N+](=O)[O-])cc3)C(=O)O2)cc1	4	-1
CCNC(=O)N1CCCC(c2cccc(C(=O)NCCCOC)c2)C1 (configuration not stated)	-9	-6
COCc1[nH]nc2c1C(c1c(F)cccc1Cl)C(C#N)=C(N)O2 (configuration not stated)	-2	-12
CC(=O)Nc1ccc(-c2cn(CC(=O)NN)cn2)cc1	24	-2
CCCNC(=O)C1=Cc2cc(OC)ccc2OC=C1	-10	-22
CC(Sc1ncccc1[N+](=O)[O-])C(=O)O (configuration not stated)	nt	2&-6

(list continues)
SMILES	mHTT-CaM PPI inh	Pf apPOL block
CCc1nc2c(NC(=O)CCc3ccccc3)cccn2n1	1	4
Cc1ccccc1-n1c(=O)n(C(C)C)c(=O)c2c1ncn2Cc1ccccc1	38	-8
Cc1cc(=O)oc2c1C(=O)CC(C)(C)C2	nt	-5
COc1ccc(CCNS(=O)(=O)c2ccc3c(c2)CC(C)N3C(C)=O)cc1OC (configuration not stated)	3	5
NS(=O)(=O)c1ccc(NC(=O)CN2C(=O)NC(=CC=Cc3ccccc3)C2=O)cc1	20	-4
Cc1ccc(Oc2nccnc2N2CCC(C(=O)NCc3ccccc3F)CC2)cc1	1	3
CC1CCN(C(=O)c2csc(COc3ccccc3F)n2)CC1	-8	0
N#Cc1c(NC(=O)CN2CCCCC2)sc2c1CCCC2	1	1
Cc1ccsc1C1CC(c2ccc(Br)cc2)Nc2nnnn21 (configuration not stated)	22	-8
Cc1ccc(N=C2c3ccccc3-c3ncccc32)cc1	44	-1
Cc1c(C(=O)NC2CCCC2)oc2ccc(S(=O)(=O)N(C)C3CCCCC3)cc12	-4	-2
O=C(CN1CCN(c2ccc(F)cc2)CC1)Nc1cccnc1Cl	0	0
CCN(C(=O)CCS(=O)(=O)c1cc(Br)cc2c1N(C(C)=O)CC2)c1ccccc1	3	0
Cc1cc(OC2CCCCC2)nc(-c2ccccc2O)n1	-32	-4
Cc1cc(C(=O)Nc2c(C)nn(Cc3ccc(Cl)c(Cl)c3)c2C)no1	35	-5
O=C(CCN1CCN(CC(=O)Nc2ccccc2F)CC1)Nc1ccccc1F	-4	2
Cn1c(=O)c2c(nc(Oc3ccc(Cl)cc3)n2Cc2ccccc2)n(C)c1=O	0	9
CC(C)CCNC(=O)C1COc2ccc(NC(=O)C(C)C)cc2C1 (configuration not stated)	-4	-1
COc1c(Cl)cc(C(=O)Nc2ccc(Cl)cn2)cc1Cl	-4	-10
O=S(=O)(Nc1ccc(N2CCN(c3ncccc3C(F)(F)F)CC2)nc1)c1ccc(Cl)cc1	nt	-15
Cc1nc(-c2ccc(C(=O)N3CCOCC3)cc2)no1	0	-4
CC(=O)N1CCCN(C(=O)NC(C)C)CC1	0	0
CC1(C)Cc2cccc(OCC(=O)Nc3cccc(-c4ccn[nH]4)c3)c2O1	-1	-4
Nc1nc2c(c3c1c(=O)oc1ccccc13)CCCCC2	-2	1
O=C(Nc1cccnc1Cl)c1cc(-c2ccc(Cl)cc2)on1	2	-4
CC(C)NC(=O)NC1(C(F)(F)F)Oc2ccccc2O1	1	-4
COc1ccc(-c2c(C)c3ccc(OCCN4CCCCC4)cc3oc2=O)cc1OC	-2	2
CN(C)c1cccc(NC(=O)Cc2ccc(F)cc2)c1	22	1
O=C1CNC23CCCCC2C(c2ccccc2O3)C1C(=O)N1CCOCC1 (configuration not stated)	-1	-5
COc1ccc(NC(=O)C2CC(=O)N(C)C(=Nc3ccc(C)c(C)c3)S2)cc1 (configuration not stated)	22	-3
CCC(=O)c1ccc(N2CCOCC2)c(F)c1	-7	2
COc1ccc(C(=O)Nc2c3c(nn2-c2cccc(Cl)c2)CS(=O)(=O)C3)cc1OC	18	-3
CCOC(=O)C1C(=O)C=C(c2ccc(C)cc2)CC1c1ccc(C(C)C)cc1 (configuration not stated)	-17	-1
CC1=NN2C(=N)CC(=O)N=C2S1	2	-8
Cc1nc(CSc2nnc3ccc(-c4cccc([N+](=O)[O-])c4)nn23)cs1	-15	1
CC(=O)c1ccc(OCc2cn(CC(=O)c3ccc(O)cc3)nn2)c(F)c1	37	20
C1=CC2CC1CC2CN1CCN(Cc2ccccc2)CC1 (configuration not stated)	2	-6
Cc1nc2c(C(=O)NCc3ccccc3Cl)c[nH]n2c(=O)c1Cl	13	-13
O=C(C(Cc1ccccc1)N1C(=O)c2ccccc2C1=O)N1CCN(c2ccc(F)cc2)CC1 (configuration not stated)	51*	-14
Cc1ccc2occ(CN3CCN(Cc4ccccc4)CC3)c(=O)c2c1	-3	-4
O=S1(=O)CC(N2CCC(Cc3ccccc3)CC2)CN1Cc1ccc(F)cc1 (configuration not stated)	10	0
CCOC(=O)N1CCc2nn(CC(=O)NCc3cccc(OC)c3OC)c(=O)cc2C1	8	-6
O=C(c1cccc(OCC2CCCN(C(=O)c3ccco3)C2)c1)N1CCCC1 (configuration not stated)	13	-2
COc1ccc(OC)c(N=C(C)c2c(C)[nH]n(-c3nc4ccccc4s3)c2=O)c1	7	-3
COc1ccccc1CNC(=O)CCCCCn1c(=O)[nH]c2ccsc2c1=O	0	-2
O=[N+]([O-])c1ccc(-n2nncc2-c2ccccc2)cc1	1	3
CCCN(CCC)c1ncnc2ccc(Br)cc12	1	-6
CS(=O)(=O)N1CCCC(C(=O)Nc2c3c(nn2-c2ccccc2)CCC3)C1 (configuration not stated)	-9	1
CCN=C1SC(C(=O)Nc2cc(Cl)cc(Cl)c2)CC(=O)N1CC (configuration not stated)	5	3
COc1ccc(N=c2oc3c(C)ncc(CO)c3cc2C(=O)Nc2ccccc2C)cc1OC	0	0
CCOc1cc(/C=C2/N=C(c3ccc(C)cc3)OC2=O)ccc1OC	1	3
O=C(Nc1ccc(O)c(-c2nc3ccccc3o2)c1)c1ccc([N+](=O)[O-])cc1	-2	-2
Cc1cccc(C)c1NC(=O)C1(N(CC(C)C)C(=O)Cn2nnnc2N)CCCCC1	9	-4
